CCHFV vOTU inh = blocks the CCHF virus ovarian tumor domain protease; AID 651958; CCHFV vOTU protease, Pep-AMC fluorescence; inhibition, % at 11.5 µM; 0.55% of 370,000 active; in the data active = inhibition above about 30%; also: 0% = vehicle wells with enzyme and 100% = no enzyme wells
3CLpro inhibitor = SARS-CoV 3CLpro protease inhibition | P0C6X7 | 0.14% of 290,000 active | recombinant SARS-CoV 3CLpro, quenched FRET peptide cleavage | inhibition, % at 6 µM; in the data active = inhibition above about 12%
BoNT-A LC inh2 = blocks Botulinum neurotoxin A light chain protease; 0.17% of 360,000 active; multiplex microsphere protease substrate cleavage, flow cytometry; inhibition, % at 10 µM; AID 588499; also: plate controls were buffer without enzyme for full effect and enzyme alone for no effect
Anthrax LF inh2 = inhibitors of Bacillus anthracis lethal factor protease | P15917 | multiplex microsphere protease cleavage assay, LF | inhibition, % at 10 µM | 0.12% of 360,000 active; also: plate controls were buffer without enzyme for full effect and enzyme alone for no effect
Target sequence (P15917 whole entry, looked up): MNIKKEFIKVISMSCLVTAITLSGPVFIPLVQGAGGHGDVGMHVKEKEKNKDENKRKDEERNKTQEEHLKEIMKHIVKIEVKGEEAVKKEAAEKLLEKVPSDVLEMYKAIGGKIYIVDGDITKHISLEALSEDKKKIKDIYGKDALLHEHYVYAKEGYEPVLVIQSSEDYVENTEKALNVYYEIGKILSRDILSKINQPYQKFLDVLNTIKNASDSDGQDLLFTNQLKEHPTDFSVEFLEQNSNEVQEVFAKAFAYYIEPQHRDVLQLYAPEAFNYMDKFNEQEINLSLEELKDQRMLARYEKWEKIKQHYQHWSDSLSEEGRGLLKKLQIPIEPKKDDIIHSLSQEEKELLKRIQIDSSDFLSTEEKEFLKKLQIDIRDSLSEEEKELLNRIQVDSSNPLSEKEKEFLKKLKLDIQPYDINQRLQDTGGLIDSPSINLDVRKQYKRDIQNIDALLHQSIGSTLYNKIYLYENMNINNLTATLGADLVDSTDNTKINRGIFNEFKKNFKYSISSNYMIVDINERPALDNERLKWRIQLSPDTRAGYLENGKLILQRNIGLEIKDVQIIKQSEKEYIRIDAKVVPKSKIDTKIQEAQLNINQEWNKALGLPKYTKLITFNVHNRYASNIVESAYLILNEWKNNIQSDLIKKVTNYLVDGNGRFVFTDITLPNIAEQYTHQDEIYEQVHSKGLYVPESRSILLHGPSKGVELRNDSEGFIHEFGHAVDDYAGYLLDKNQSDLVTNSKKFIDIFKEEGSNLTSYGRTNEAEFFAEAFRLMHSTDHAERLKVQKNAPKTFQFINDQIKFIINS
MazF activator = activators of E. coli MazEF toxin-antitoxin RNase; P0AE70; FAM/BHQ RNA-DNA oligo cleavage fluorescence, 5 h; activation, % at 20 µM; 0.32% of 350,000 active; in the data active = activation above about 50%
Target sequence (P0AE70 whole entry, looked up): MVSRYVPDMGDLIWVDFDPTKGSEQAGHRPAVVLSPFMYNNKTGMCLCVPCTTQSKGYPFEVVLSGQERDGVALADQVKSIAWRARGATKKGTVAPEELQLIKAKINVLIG
PrPC surface inh = inhibitors of human cell surface prion protein PrPC; P04156; inhibition, % at 13.8 µM; TR-FRET read-out; 0.43% of 370,000 active; in the data active = inhibition above about 24%; also: 0% = median of the test wells and 100% = reference compound wells
BoNT-F LC inh = BoNT F light chain protease inhibition; Multiplex microsphere protease cleavage assay, flow cytometry; inhibition, % at 10 µM; 0.22% of 360,000 active; in the data active = inhibition above about 35%, passing the limit was not always enough; inconclusive = no clear call, values can overlap the other calls; also: plate controls were buffer without enzyme for full effect and enzyme alone for no effect
PriA SSB inh = blocks PriA binding to SSB C-terminal tail; AID 1272365; inhibition, % at 33 µM; AlphaScreen SSBct-PriA binding, biotinylated peptide; 0.6% of 430,000 active; in the data active = inhibition mostly above about 37%, no sharp cut-off; inactive = mostly below about 20%;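 also: plate controls were negative control peptide for no effect and reference peptide for full effect; strong numbers were not always called active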
Rv3671c inh = Rv3671c (M. tuberculosis) protease inhibition. 0.048% of 320,000 active. inhibition, % at 5.96 µM. P9WHR9; in the data active = inhibition above about 38%;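 also: extracellular domain of Rv3671c used as enzyme; 0% = enzyme with DMSO and 100% = no enzyme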
VHR inh abs = DUSP3 (human) phosphatase inhibition; AID 1654; inhibition, % at 13.3 µM; recombinant VHR phosphatase, pNPP absorbance; 0.52% of 290,000 active; P51452; in the data active = inhibition above about 50%; also: some compounds called inactive have numbers as strong as hits
* marks the source's active call; other numbers are inactive results; ? = inconclusive; . = not tested or not shown; & = joins results of further samples. Rule as the data show it, unless noted: active = inhibition above about 30%; inconclusive = no clear call, values can overlap the other calls; inactive = below that. An excerpt; the hit share may differ from the screen's.

SMILES	CCHFV vOTU inh	3CLpro inhibitor	BoNT-A LC inh2	Anthrax LF inh2	MazF activator	PrPC surface inh	BoNT-F LC inh	PriA SSB inh	Rv3671c inh	VHR inh abs
Cc1cccc(NS(=O)(=O)c2ccc(C3CCCCC3)cc2)n1	-3	2	-1.7	0	-1	4	-3	-6	3	0
COC(=O)N1Cc2ccccc2-n2nncc2C1	-8	.	-0.1	-2	9	2	-2	.	.	.
COc1ccc(CCC(=O)Nc2sccc2C#N)cc1	-11	1	.	.	5	0	.	1	1	30
CS(=O)(=O)c1ccc(Cl)c(NC(=O)CSc2nc3ccccc3c(=O)n2Cc2ccco2)c1	-2	.	0.5	-3	-15	3	-2	8	-13	.
Cc1ccc(S(=O)(=O)Nc2cnn(-c3ccccc3)c(=O)c2Cl)cc1	4	3	0.4	-7	6	15	-1	0	-14	35
COc1ccc(Cl)cc1NC(=O)CCc1nnc2ccc(N3CCC4(CC3)OCCO4)nn12	16	-4	2.2	1	-3	-17	0	6	-10	11
COc1cc2cnncc2cc1OC	-4	1	0.4	3	2	-4	7	7	9	-10
CCOC(=O)c1c(-c2ccccc2)oc2ccc(OCC(N)=O)cc12	-21	-3	0.2	-1	6	5	-42	-6	.	11
COC(CNC(=O)c1ccc2c(c1)nc(C)n2-c1cccc(C)c1)OC	-6	2	-3.5	8	1	1	-17	-11	-3	2
O=[N+]([O-])c1ccc(Nc2nc(NC3CCCCC3)nc(N3CCCC3)n2)cc1	-7	-2	1.1	0	-2	4	-10	-1	-7	10
Cc1nc(Sc2ccc(Cl)cc2)c(C#N)c(C)c1[N+](=O)[O-]	-3	-1	.	.	4	2	.	11	2	13
O=C(CC(=O)Nc1ccccc1C(=O)O)NNC(=O)Cc1ccccc1	-15	-2	0.0	-2	2	-1	-12	-5	-2	-12
COC(=O)c1ccc(OC(=O)c2cccnc2)cc1	11	-3	0.3	1	-3	4	-2	1	-5	-1
Cc1c(NC(=O)CN2CCN(C(=O)c3ccco3)CC2)c(=O)n(-c2ccccc2)n1C	1	-1	-0.9	1	-1	-3	-6	-3	0	30
CCC(=NCCCN(C)C)c1c(O)n(-c2ccc(OC)cc2)c(=O)[nH]c1=O	-4	2	-0.1	-8	4	8	-1	0	5	14
CS/C(N)=N/N=C/c1c(O)ccc2ccccc12	14	3	-0.6	-5	14	-5	-5	.	16	14
Cc1ccc(C)c(SCC(=O)NCc2ccco2)c1	12	-9	1.9	4	-40	-3	-11	-17	2	12
Nn1c(SCC(=O)Nc2ccc3c(c2)OCO3)nnc1-c1cccc(Cl)c1	2	4	0.1	-3	-8	8	4	-2	-6	10
CCCCC(C(=O)OCC(=O)c1ccc(OC)cc1)N1C(=O)c2ccccc2C1=O (centres undefined)	7	3	0.5	0	-6	4	-9	-31	-7	22
C=CCNC(=O)/C=C/c1cccs1	-5	-3	-1.3	0	5	-3	6	1	8	3
Cc1coc2c(C)c3oc(=O)c(CCC(=O)N[C@H](C(=O)O)C(C)C)c(C)c3cc12	-4	.	-0.6	-5	-23	5	-5	.	.	.
Cc1ccccc1OCCNCC(C)O (centres undefined)	-10	-3	0.2	-1	15	6	-2	6	24	-12
c1ccc(C(CN2CCCCC2)c2ccccc2)cc1	-16	.	0.1	-2	3	-1	-8	-1	.	.
Cc1cc([N+](=O)[O-])nn1CCCC(=O)N1CCN(c2ccc(F)cc2)CC1	-1	4	-0.2	-1	-1	-7	-7	0	-6	8
COc1cccc2c1C(=N)c1c(O)c3c(c(O)c1C2=O)CC(O)(C(C)=O)CC3OC1CC(N)C(O)C(C)O1 (centres undefined)	.	.	0.8	-76	-30	.	-114	85*	.	.

Some of these compounds in order of length of the SMILES, lowest first.
SMILES	CCHFV vOTU inh	3CLpro inhibitor	BoNT-A LC inh2	Anthrax LF inh2	MazF activator	PrPC surface inh	BoNT-F LC inh	PriA SSB inh	Rv3671c inh	VHR inh abs
COc1cc2cnncc2cc1OC	-4	1	0.4	3	2	-4	7	7	9	-10
Cc1ccccc1OCCNCC(C)O (centres undefined)	-10	-3	0.2	-1	15	6	-2	6	24	-12
COc1ccc(CCC(=O)Nc2sccc2C#N)cc1	-11	1	.	.	5	0	.	1	1	30
COC(=O)c1ccc(OC(=O)c2cccnc2)cc1	11	-3	0.3	1	-3	4	-2	1	-5	-1
Cc1cccc(NS(=O)(=O)c2ccc(C3CCCCC3)cc2)n1	-3	2	-1.7	0	-1	4	-3	-6	3	0
CCOC(=O)c1c(-c2ccccc2)oc2ccc(OCC(N)=O)cc12	-21	-3	0.2	-1	6	5	-42	-6	.	11
COC(CNC(=O)c1ccc2c(c1)nc(C)n2-c1cccc(C)c1)OC	-6	2	-3.5	8	1	1	-17	-11	-3	2
Cc1ccc(S(=O)(=O)Nc2cnn(-c3ccccc3)c(=O)c2Cl)cc1	4	3	0.4	-7	6	15	-1	0	-14	35
CCC(=NCCCN(C)C)c1c(O)n(-c2ccc(OC)cc2)c(=O)[nH]c1=O	-4	2	-0.1	-8	4	8	-1	0	5	14
Cc1cc([N+](=O)[O-])nn1CCCC(=O)N1CCN(c2ccc(F)cc2)CC1	-1	4	-0.2	-1	-1	-7	-7	0	-6	8
Cc1c(NC(=O)CN2CCN(C(=O)c3ccco3)CC2)c(=O)n(-c2ccccc2)n1C	1	-1	-0.9	1	-1	-3	-6	-3	0	30
Cc1coc2c(C)c3oc(=O)c(CCC(=O)N[C@H](C(=O)O)C(C)C)c(C)c3cc12	-4	.	-0.6	-5	-23	5	-5	.	.	.

Going on with the list.
SMILES	CCHFV vOTU inh	3CLpro inhibitor	BoNT-A LC inh2	Anthrax LF inh2	MazF activator	PrPC surface inh	BoNT-F LC inh	PriA SSB inh	Rv3671c inh	VHR inh abs
CCCOc1ccc(-c2nnc(N)s2)cc1	2	4	-0.3	1	-1	5	0	2	3	0
CC(O)(c1ccc(F)c(F)c1)c1nc(/C=C/c2ccccc2)cs1 (centres undefined)	6	.	-0.4	-2	.	-1	-2	.	.	.
CCOC(=O)C1CCN(CC(=O)Nc2cc(S(=O)(=O)N3CCOCC3)ccc2C)CC1	-11	-1	-0.1	-1	6	4	5	-3	0	4
CS(=O)(=O)CCC(C(=O)O)N1C(=O)c2ccc(Oc3ccc(Cl)cc3)cc2C1=O (centres undefined)	-17	1	-3.1	5	2	-5	-22	4	-9	.
COc1ccc(N2C(=NC(=O)CCC3CCCC3)SC3CS(=O)(=O)CC32)cc1 (centres undefined)	7	2	-2.1	-1	-4	0	13	3	-1	13
Cc1ccccc1C(=O)NC(CC(C)C)C(=O)N1CCN(c2ccccc2)CC1 (centres undefined)	14	-1	1.1	-13	4	-5	-4	-1	4	17
COc1ccc(C(C)(NC(C)=O)c2nc(-c3ccncc3)cs2)cc1 (centres undefined)	-7	.	-0.7	-6	.	-8	-5	.	.	.
COc1cccc(C(=O)OCC(=O)c2c[nH]c3ccccc23)c1O	16	4	0.6	-2	21	1	-6	14	-5	26
COc1ccccc1CN1C(=O)[C@H]2Cc3c([nH]c4ccccc34)C(C)(C)N2C1=O	-2	.	0.4	3	-3	-6	3	-8	4	.
O=c1c(=NNc2ccccc2Cl)c(=O)c2ccccc12	3	-7	0.1	-3	24	4	11	-13	.	20
Cc1nnc(Nc2ccc(C(=O)NCCO)cc2)c2ccccc12	5	0	-0.9	-8	0	-3	-7	-4	2	4
CCn1c(SCC(=O)NC2CCCC2)nnc1C(C)NC(=O)c1ccccc1Br (centres undefined)	9	-9	2.4	-1	-9	4	4	-6	2	13
Cc1ccc(S(=O)(=O)N2CCN(C(=O)CC(C)n3nc(C)c(Cl)c3C)CC2)cc1 (centres undefined)	12	1	-2.0	-1	-16	6	0	-6	-6	36
COc1ccc(C(=O)CN2CCN(c3ncccn3)CC2)cc1	0	-3	-5.5	1	5	0	?	-14	10	-1
C=CC[C@@H](CC(=O)N(CCO)Cc1ccccc1)C(=O)N[C@H](COC(=O)[C@@H](CC=C)Cc1ccc(F)cc1)Cc1ccccc1	14	.	-0.2	10	-2	-2	4	-10	-6	.
COc1ccc(OC)c(-c2csc(NC(=O)C3=COCCO3)n2)c1	0	.	2.3	-3	10	-2	18	2	0	.
Cc1cccc(C(=O)NCC(=O)OCC(=O)c2ccc(Cl)s2)c1	-1	0	0.1	2	-1	1	5	-5	.	13
COC(=O)CCC(=O)OC1(C)C(=O)C=C2C=C(C3CC3)N(CCCCO)C=C2C1=O (centres undefined)	28	.	0.1	-3	-8	-6	3	-11	-29	0
Cc1cc(C)c(S(=O)(=O)N2CCOC23CCN(S(C)(=O)=O)CC3)c(C)c1	3	.	0.1	-9	-1	-6	5	.	.	.
O=C(c1ccc([N+](=O)[O-])o1)N1CCN(c2nc3ccc(F)cc3s2)CC1	-4	.	-1.0	1	-4	7	-2	-5	7	.
Cc1ccc(S(=O)(=O)NCC(=O)OCC(=O)NC2CCCCC2)cc1	-10	.	0.2	-7	8	-2	-6	-5	-2	.
COc1ccc(CNC(=O)CCC(=O)c2ccc(C)cc2)cc1OC	0	-4	-1.3	-2	12	4	-2	2	-1	2
COc1ccccc1C1/C(=C(/O)c2ccccc2)C(=O)C(=O)N1CC(C)C (centres undefined)	-10	1	-0.8	-7	-4	-2	-6	.	-3	-6
CC1CCc2cc(F)ccc2N1C(=O)c1ccncc1 (centres undefined)	-4	-1	-0.5	-1	-1	-4	-5	-11	5	-1
COc1cc(NC(=O)COC(=O)CSc2ccccc2F)c(C)cc1[N+](=O)[O-]	13	9	0.4	0	4	-9	-3	-9	-2	-7

Single records (already shown). Order of screens: CCHFV vOTU inh | 3CLpro inhibitor | BoNT-A LC inh2 | Anthrax LF inh2 | MazF activator | PrPC surface inh | BoNT-F LC inh | PriA SSB inh | Rv3671c inh | VHR inh abs
Profile of COc1cccc(C(=O)OCC(=O)c2c[nH]c3ccccc23)c1O : 16 | 4 | 0.6 | -2 | 21 | 1 | -6 | 14 | -5 | 26
Profile of Cc1cccc(C(=O)NCC(=O)OCC(=O)c2ccc(Cl)s2)c1 : -1 | 0 | 0.1 | 2 | -1 | 1 | 5 | -5 | . | 13

New compounds follow:
SMILES	CCHFV vOTU inh	3CLpro inhibitor	BoNT-A LC inh2	Anthrax LF inh2	MazF activator	PrPC surface inh	BoNT-F LC inh	PriA SSB inh	Rv3671c inh	VHR inh abs
Cc1ccc(NC(=O)C(=O)NCC2CCCN2S(=O)(=O)c2cccs2)cc1C (centres undefined)	-4	.	-6.8	-1	-6	-4	12	11&9	-7	.
CC(C)c1cc(C(=O)OCC(=O)NC(=O)NCc2ccco2)c(O)c(C(C)C)c1	28	1	-1.3	-5	1	6	-9	-5	-9	11
Cc1ccc(N=N/C(=C\O)C(=O)c2ccc(Cl)cc2)cc1	15	7	1.1	-12	-25	0	10	.	-4	36
CCCc1nnc(NC(=O)CC(C)c2ccccc2)s1 (centres undefined)	-11	8	-4.3	23	-15	7	?	-8	2	-23
CCOc1ccc(NC(=O)CN(C)C(=O)c2cn(-c3ccc(F)cc3)nc2-c2cccc(OC)c2)cc1OCC	8	.	-4.0	-4	-4	2	-3	9	3	.
CCC(=O)N1C(C(=O)N2CCCC2)CSC1c1ccc(OC)cc1 (centres undefined)	-5	0	-2.1	1	10	-4	-23	2	-1	0
COc1cccc(/C=C2\SC(=S)NC2=O)c1OS(=O)(=O)c1ccc(NC(C)=O)cc1	-8	-6	-1.3	-1	-5	2	-5	5	-18	-13
Cc1ccc(C2C(S(C)(=O)=O)=C(O)C(=O)N2c2ccccc2)cc1 (centres undefined) (tested in a mixture with another compound)	4	5	-0.9	2	3	4	-4	.	4	23
O=C(O)c1ccccc1OCCOCCOc1ccccc1C(=O)O	-11	-7	-0.8	-1	-6	11	-2	-7	-1	-9
COc1ccccc1C(=O)C1CCCN(C(=O)CSc2ccccn2)C1 (centres undefined)	-5	3	0.5	-6	-7	-3	-3	-18	-2	13
CC1CC(C)CN(C(=O)/C=C/c2ccc([N+](=O)[O-])s2)C1 (centres undefined)	2	0	1.5	-8	6	-10	2	-2	.	-10

Assay outcomes: PubChem, several laboratories
